Assay outcomes deposited in PubChem by National Center for Advancing Translational Sciences (NCATS).
ELG1 genotox = qHTS screen for small molecules that induce genotoxicity in human embryonic kidney (HEK293T) cells expressing luciferase-tagged ELG1. hit rate 1.3% among 330,000. Potency, µM (highest dose often 46 µM), for the others: at the highest dose activity change, positive = activation, usual class: activators. HEK293T ELG1-luciferase reporter, luminescence, 16 h; note: potency is the fitted concentration of half-maximal effect; % of control where 0% means no effect; nearly all actives have a fitted effect of over 60% in size
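DMSO vehicle served as control against compound-treated ELG1-luciferase HEK293T cells; exposure lasted 16 hr at 37 °C and 5% CO2, followed by ONE-Glo luminescence detection after 30 min.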
ELG1 DNA repair = qHTS screen for small molecules that inhibit ELG1-dependent DNA repair in human embryonic kidney (HEK293T) cells expressing luciferase-tagged ELG1. HEK293T ELG1-luciferase reporter, luminescence, 16 h; DNA damage induced by 5-fluorouridine. Potency, µM (series often up to 46.1 µM), for the others: top-dose activity change, negative = inhibition, hits mostly inhibitors. hit rate 2.3% among 330,000. AID 504467, 2011; note: potency is the fitted concentration of half-maximal effect; % is set by controls: 0 for no effect and ±100 for the full control effect; nearly all actives have a fitted effect of over 55% in size
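DMSO vehicle served as the neutral condition. Each well held 2,000 cells given 5-fluorouridine plus compound; after 16 hr at 37 °C/5% CO2, ONE-Glo was added and luciferase measured 30 min later.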
NPC1 promoter act = qHTS Assay for NPC1 Promoter Activators. AID 485313, 2010. hit rate 2.4% among 320,000. Potency, µM (highest dose often 9.22 µM), for inactives: at the highest dose activation, hits mostly activators. Huh7 NPC1 promoter luciferase reporter, 24 h;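 note: potency is the fitted concentration of half-maximal effect; % of control where 0% means no effect; nearly all actives have a fitted effect of over 60% in size; reporter is driven by a mutant NPC1 promoter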
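Cells: Huh7 expressing luciferase under the NPC1 promoter, 1500/well. Seeded 2 h, compound added, incubated 24 h at 37 °C. Luciferase reagent, 10 min ambient, then luminescence.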
Tb PFK inh = qHTS Assay to Find Inhibitors of T. brucei phosphofructokinase; T. brucei PFK, ADP-Glo luminescence; Potency, µM (doses to about 57.5 µM), without a hit: top-dose activity, negative = inhibition, actives largely listed as inhibitors; hit rate 0.17% among 330,000;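 note: potency is the fitted concentration of half-maximal effect; 0% = uninhibited 1x PFK enzyme wells and -100% = no-enzyme wells; nearly all actives have a fitted effect of over 60% in size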
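Activity is normalized to no-enzyme wells (full inhibition) and 1.25 nM enzyme wells (no inhibition). Reaction: 0.5 mM F6P, 0.1 mM ATP, 45 min RT, ADP-Glo luminescence; concentration-response curves fitted and classed by quality.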
Rab9 prom act = qHTS Assay for Rab9 Promoter Activators; hit rate 2.8% among 320,000; Huh7 Rab9 promoter-luciferase reporter, luminescence, 24 h; Potency, µM (top dose mostly 9.22 µM), for inactives: at the highest dose activation, negative = inhibition, usual class: activators; AID 485297, 2010; note: potency is the fitted concentration of half-maximal effect; % of control where 0% means no effect; nearly all actives have a fitted effect of over 60% in size
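Huh7 cells stably carrying a Rab9 promoter-luciferase reporter, 1500 cells per well in OP-MEM I with 10% FBS, treated with compound 24 hours at 37C. Luciferase activity read by luminescence after 10 minutes with Amplite reagent.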
FLuc modulator = qHTS profiling assay for firefly luciferase inhibitor/activator using purifed enzyme and Km concentrations of substrates (counterscreen for miR-21 project) | purified FLuc, Km substrates, luminescence inhibition | Potency, µM (titrated, usually from 57.5 µM), for the others: at the top dose activity change, negative = inhibition, usual class: inhibitors | hit rate 6.9% among 360,000 | AID 588342, 2011;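 note: potency is the fitted concentration of half-maximal effect; plate controls were vehicle for no effect and reference inhibitor for full effect; nearly all actives have a fitted effect of over 55% in size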
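Purified P. pyralis luciferase (10nM final) with 10uM D-luciferin and 10uM ATP (Km levels) in 50mM Tris acetate pH 7.5, 10mM Mg acetate, 0.01% Tween-20, 0.05% BSA; qHTS 6-point titration, ~60 µM downward; luminescence read.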
p53 reactivation = qHTS assay for re-activators of p53 using a Luc reporter. H1299 p53-A138V BP100-luciferase reporter, luminescence, 24 h. Potency, µM (highest dose often 92.2 µM), inactives show at the highest dose activity change, positive = activation, actives largely listed as activators. hit rate 0.063% among 320,000. AID 504706, 2011; note: potency is the fitted concentration of half-maximal effect; % of control where 0% means no effect; nearly all actives have a fitted effect of over 45% in size
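p53-null H1299 cells stably carrying temperature-sensitive p53-A138V and a BP100-luciferase reporter were pinned with compounds (4-point, 1:5 series) and held 24 hrs at 37 deg C. Luminescence was read 10 min after detection reagent.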
Gal4-VP16 FLuc = VP16 counterscreen qHTS for inhibitors of ROR gamma transcriptional activity | Drosophila S2 Gal4-VP16 UAS-luciferase, luminescence, 20 h | Potency, µM (series often up to 53.6 µM), inactives show at the highest dose activity, negative = inhibition, hits mostly inhibitors | hit rate 3.5% among 310,000 | AID 2546, 2010;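 note: Gal4-VP16 expression switched on by copper sulfate through the metallothionein promoter; potency is the fitted concentration of half-maximal effect; % is set by controls: 0 for no effect and ±100 for the full control effect; nearly all actives have a fitted effect of over 50% in size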
RORg inh = qHTS for inhibitors of ROR gamma transcriptional activity | Nuclear receptor ROR-gamma (Mus musculus), P51450 | Drosophila S2 Gal4-RORgamma UAS-luciferase reporter, 20 h | Potency, µM (highest dose often 53.6 µM), for inactives: top-dose activity change, negative = inhibition, hits mostly inhibitors | hit rate 5.4% among 310,000 | AID 2551, 2010; note: potency is the fitted concentration of half-maximal effect; % is set by controls: 0 for no effect and ±100 for the full control effect; nearly all actives have a fitted effect of over 60% in size
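Luciferase reporter read in Schneider cells carrying Gal4-RORγ (mouse) and UAS-Photinus luciferase; cells given compound 1 h before 700 uM copper sulfate induction, then incubated 20 h at ambient temperature.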
BRCA1 expr up = qHTS Assay to Identify Small Molecule Activators of BRCA1 Expression; hit rate 1.1% among 380,000; Potency, µM (doses to about 46.1 µM), for inactives: top-dose activation, usual class: activators; MCF7-BRCA1-FFLuc reporter, luminescence, 48 h; response scale: scaled: vehicle 0%, 10 µM genistein 100%; note: potency is the fitted concentration of half-maximal effect; nearly all actives have a fitted effect of over 80% in size; some results filed as inactive show a strong effect at the top dose
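MCF7 cells carrying a BRCA1-firefly luciferase reporter (2000 cells/well, phenol-red free MEM) were attached for 2 h at 37 °C, then given compounds for 48 h. Luminescence was read 15 min after luciferase reagent; activity normalized to genistein (10 microM) and DMSO.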
TRPV1 agonist = HTS Assay for Compounds that Act as Agonists of the Vanilloid Receptor 1 | Transient receptor potential cation channel subfamily V member 1 (Homo sapiens), Q8NER1 | TRPV1-expressing cells, Fluo-8 calcium influx, agonist mode | activation, % at 8.33 µM | hit rate 0.19% among 320,000; in the data active = activation above about 80%; inconclusive = between about 30% and that limit; note: 0% is about no effect
Target sequence (Q8NER1 whole entry, looked up): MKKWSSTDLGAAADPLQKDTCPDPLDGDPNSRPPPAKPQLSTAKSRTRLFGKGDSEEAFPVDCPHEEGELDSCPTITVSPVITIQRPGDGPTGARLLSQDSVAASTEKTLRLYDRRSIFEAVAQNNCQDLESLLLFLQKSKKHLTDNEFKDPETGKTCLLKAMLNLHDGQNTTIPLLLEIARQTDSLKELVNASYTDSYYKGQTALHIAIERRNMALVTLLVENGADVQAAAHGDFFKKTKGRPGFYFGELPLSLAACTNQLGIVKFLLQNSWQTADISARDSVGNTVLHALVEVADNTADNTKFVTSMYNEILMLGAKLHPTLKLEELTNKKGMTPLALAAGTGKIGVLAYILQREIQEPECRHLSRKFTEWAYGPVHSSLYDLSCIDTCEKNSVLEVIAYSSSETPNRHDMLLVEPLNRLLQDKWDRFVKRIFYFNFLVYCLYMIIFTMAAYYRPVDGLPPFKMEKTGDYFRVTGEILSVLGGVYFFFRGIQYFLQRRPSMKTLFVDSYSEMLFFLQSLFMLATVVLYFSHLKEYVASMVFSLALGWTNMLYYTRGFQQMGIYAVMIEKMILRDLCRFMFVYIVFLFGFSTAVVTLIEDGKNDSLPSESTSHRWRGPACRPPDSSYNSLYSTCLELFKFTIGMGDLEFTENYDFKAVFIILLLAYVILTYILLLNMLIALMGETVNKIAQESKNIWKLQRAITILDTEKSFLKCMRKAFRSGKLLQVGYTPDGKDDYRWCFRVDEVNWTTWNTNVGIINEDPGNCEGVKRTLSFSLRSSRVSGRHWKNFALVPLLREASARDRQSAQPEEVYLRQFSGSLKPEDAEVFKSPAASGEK
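Fluo-8 calcium influx in TRPV1-expressing cells, kinetic read (ex 480/em 520 nm). Compound added and read 3 min for agonist activity, followed by capsaicin at EC20 final and 2 min further read for enhancement.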
* marks the source's active call; other numbers are inactive results; ? = inconclusive; · = no result given; & = joins results of further samples; [ ] = another dose, or the depositor's remark. Unless noted, calls come from the whole dose curve; as a rule, active = well fitted curve in the direction sought with a large enough effect; inconclusive = small, poorly fitted or top-dose-only effect, or another doubt; inactive = no such curve, though single readings can be large; an effect the other way counts as inactive or inconclusive. No enrichment for hits; overall some 15% were active at least once.

SMILES	ELG1 genotox	ELG1 DNA repair	NPC1 promoter act	Tb PFK inh	Rab9 prom act	FLuc modulator	p53 reactivation	Gal4-VP16 FLuc	RORg inh	BRCA1 expr up	TRPV1 agonist
O=C1CSC(c2ccccc2)N1c1cccnc1 (stereo not given)	-1%	5%	-3%	0%	-4%	1%	-1%	6%	14%	-9%	-1
O=C1CCC(=O)N1c1ccc(S(=O)(=O)N2CCCC2)cc1	-5%	-4%	-1%	0%	12%	-1%	-1%	15%	10%	7%	-1
Cc1nc2ccccc2n1CC(=O)N/N=C\C=C\c1ccccc1	-5%	?	-8%	0%	26%	1%	-1%	?	?	-39%	4
O=C(/C=C/c1ccc(Cl)c([N+](=O)[O-])c1)Nc1ccc(NC(=O)c2ccco2)cc1	8%	?	-1%	-7%	15%	2%	6%	?	?	-2%	1
NNC(=O)c1ccc(CN2CCCCC2)o1	2%	-7%	0%	-3%	1%	-1%	-2%	6%	-15%	-2%	3
CC(C)NC(=O)C1CCN(C(=O)c2ccc(-c3ccccc3)cc2)CC1	·	·	·	·	·	-1%	·	20%	15%	20%	3
COc1ccc(CCNC(=O)COC(=O)C2COc3ccccc3O2)cc1 (stereo not given)	2%	18%	0%	3%	1%	8%	5%	·	·	0%	3
O=C(Nn1c(C2CCCCC2)nc2ccccc2c1=O)c1ccc([N+](=O)[O-])cc1Cl	-2%	-9%	1%	0%	-8%	3%	1%	5%	0%	-10%	16
COc1ccc(-c2c(C#Cc3ccsc3)c3cc(-c4ccc(OC)c(F)c4)ccc3n2C)cc1	-1%	14%	-4%	0%	-13%	-2%	4%	·	·	-10%	-3
CC(=O)N1CC=CC1(CC(C)C)C(=O)NCc1cc(F)cc(C(F)(F)F)c1 (stereo not given)	2%	20%	-1%	-6%	-11%	-3%	7%	24%&9%	-8%&8%	-3%	7
CCOc1ccccc1N(CC(=O)Nc1c(C)n(C)n(-c2ccccc2)c1=O)S(=O)(=O)c1ccccc1	-1%	-3%	-3%	1%	-5%	4%	-5%	6%	24%	7%	-1
CCC(C)NCCOCCOc1ccc(Cl)cc1Br (stereo not given)	-7%	3%	5%	-6%	-4%	-2%	-4%	-16%	-22%	-43%	-9
CC(C)OC(=O)c1cccnc1N1CCN(c2cccc(Cl)c2)CC1	-13%	?	0%	-8%	-5%	2%	10%	7%[10 µM]	10%	-7%	?
Cc1nnc(NC(=O)CSc2nnc(CCc3nc4ccccc4[nH]3)n2C)s1	0%	0%	10%	4%	1%	-20%	-1%	0%	-13%	-8%	3
Cc1cc(C)c(N(CC(=O)NC(C)(C)C)C(=O)CNC(=O)c2cccs2)c(C)c1	-3%	-3%	-1%	1%	-4%	2%	-1%	4%	31%	6%	4
COc1ccc(C2N(C(=O)N(C)C)CCN2S(=O)(=O)c2ccc(OC)cc2)cc1 (stereo not given)	-4%	-3%	1%	-4%	-7%	1%	-2%	-9%	-10%	-10%	2
CCSc1nnc(NC(=O)C2CCN(C(=O)c3ccc(F)cc3)CC2)s1	-1%	19%	·	-1%	·	·	8%	·	·	-14%	·
O=C(CN(C(=O)CNS(=O)(=O)c1ccccc1)C1CCCC1)NCC1CCCO1 (stereo not given)	0%	13%	0%	3%	-2%	-1%	8%	10%	10%	-4%	-2
COc1cc(NC(=O)c2ccc([N+](=O)[O-])o2)ccc1NC(=O)c1ccco1	-4%[9.26 µM]	-3%	-21%	-11%	-19%	7%	-13%	?	?	2%	6
Cn1ccs/c1=N\S(=O)(=O)c1ccc(F)cc1	-4%	5%	0%	-4%	-4%	0%	-1%	-4%	-1%	0%	1
CCCC(=O)NCCCc1nc2ccccc2n1CC	0%	0%	-1%	-5%	-5%	1%	-1%	21%	-3%	0%	0
CC(C)C[C@@H](CN=[N+]=[N-])N1CCN(Cc2ccccc2)CCC1=O	-5%	-16%	-1%	-8%	-3%	0%	8%	2%	-2%	7%	0
C=C(C)Cn1c(=O)c2c(nc3n2CC(C)CN3Cc2ccccc2)n(C)c1=O (stereo not given)	-1%	-1%	2%	-1%	3%	1%	-6%	-5%	0%	-38%	18
Cc1ccc(C(c2sc3nc(C)nn3c2O)N2CC(C)OC(C)C2)cc1 (stereo not given)	-3%	0%	-3%	15%	-1%	3%	1%	·	37%[0.365 µM]	3%	-1
Cn1c(N)c(C(=O)CSc2nc3ccccc3c(=O)n2Cc2ccccc2)c(=O)n(C)c1=O	14%	-2%	-2%	1%	9%	2%	-1%	-1%	-36%	7%	·
Cc1cc(NC(=O)Nc2cccc(Cl)c2)n(-c2ccccn2)n1	-1%	16µM*	0%	-11%	0%	?	-2%	-8%	-1%	-42%	8
CCOC(=O)c1ccc(NC(=S)Nc2ccccn2)cc1	15µM*	?	?	0%	25%	-19%	?	-5%[0.365 µM]	3.2µM*	16%	-6
CC(C)(C)OC(=O)N[C@@H](Cc1ccccc1)c1nnc(SCC(=O)O)o1	-4%	1%	-5%	0%	-2%	5%	-1%	7%	1%	6%	-1
Cc1cc(NC(=O)CCC(=O)N(CC(=O)NC2CCCC2)Cc2cccs2)no1	0%	-19%	-5%	2%	-2%	6%	3%	-7%	-5%	-13%	-1
CCCOc1ccc(C(=O)CCC(=O)OCC(=O)Nc2ccc(Oc3ccccc3)cc2)cc1	-7%	18%	0%	2%	7%	-1%	0%	-9%	29%	·	2
CC(=O)Nc1ccc(Nc2nc(C)nc3c2nnn3Cc2ccccc2Cl)cc1	0%	-4%	2%	-2%	0%	3%	4%	-13%	?	-42%	-1
O=C(CCCC(=O)N1CCN(c2ccccc2F)CC1)c1ccccc1	?	?	?	2%	4.5µM*	27µM*	12%	?	10%	?	?
CC(=O)Nc1ccc(Nc2nc(C(F)(F)F)nc3c2nnn3Cc2ccccc2Cl)cc1	-2%	?	-3%	-3%	-9%	3%	·	·	·	-57%	-4
COc1ccc(C)cc1NC(=O)CNc1ccc(C(C)=O)cc1	1%	-2%	1%	5%	-4%	-2%	-4%	?	7%	-24%	3
COc1ccc(S(=O)(=O)C(C#N)c2nc3ccccc3nc2N2CCC(C)CC2)cc1 (stereo not given)	1%	16%	5%	-6%	2%	-5%	?	5%	3%	·	14
O=C(c1cccs1)N(c1ccc(F)cc1)C1C=CS(=O)(=O)C1 (stereo not given)	3%	9%	-3%	0%	-10%	0%	-2%	8%	16%	7%	0
NS(=O)(=O)c1ccc(NC(=O)COC(=O)c2cc3ccccc3oc2=O)cc1	4%	9%	3%	-4%	3%	-7%	3%	0%	-1%	3%	0
Cc1cccnc1CCNC(=O)CC1C(=O)NCCN1CC1CCCCC1 (stereo not given)	-1%	17%	-1%	2%	-11%	-1%	0%	1%	-43%	3%	1
O=C(CSc1nnc2ccc(-c3ccc(F)cc3)nn12)N1CCCC1	2%	16%	-4%	-4%	-2%	0%	-2%	-18%	5%	-5%	1
CC/C(=C/c1ccccc1)c1cccc2[nH]c3c(OC)cccc3c12	0%	-21%	-3%	3%	0%	3%	-10%	-4%	18%	-39%	29
COc1cc(C(=O)N2CCSCC2)ccc1OC1CCN(C(C)=O)CC1	0%	?	-1%	1%	4%	3%	-3%	9%	6%	20%	0
c1ccc(-c2ccccc2OCCN2CCCC2)cc1	-7%	3%	2%	-5%	3%	1%	·	2%	-3%	-2%	-4
Cn1c(SCC(=O)Nc2nnc(-c3ccccc3)o2)nnc1C1CC1	1%	19%	1%	0%	0%	13µM*	12%	-19%	-44%	11%	-3
Cc1cc(C)nc(SCc2nnc(SCC(=O)OC3CCCCC3)o2)n1	0%	0%	1%	-1%	-3%	-8%	3%	-4%	0%	-17%	21
CCOc1cc(/C=C2/N=C(c3ccc4c(c3)OCO4)OC2=O)ccc1OC(C)=O	3%	11%	1%	-3%	-3%	-13%	?	·	·	51%	1
CCOc1ccccc1C1NC(=O)NC(C)=C1C(=O)OC1CCCC1C (stereo not given)	0%	-23%	-4%	8%	1%	2%	9%	4%	-25%	-55%	26
